Growth percent in the NCI-60 one-dose screen (48 h, 10 µM unless noted): 100 = growth as untreated, 0 = no growth, -100 = all killed.
UACC-257 = UACC-257 melanoma. 78,000 compounds, 4.4% hits. AID 1794764
SK-MEL-2 = SK-MEL-2 melanoma. 77,000 compounds, 4.7% hits
UACC-62 = UACC-62 melanoma; 81,000 compounds, 5.4% hits
T-47D = T-47D breast cancer | 79,000 compounds, 5% hits | AID 1794792
BT-549 = BT-549 breast cancer; 78,000 compounds, 4.4% hits; AID 1794793
MALME-3M = MALME-3M melanoma; 78,000 compounds, 5.8% hits
HS 578T = HS 578T breast cancer. AID 1794788. 78,000 compounds, 4.1% hits
SK-MEL-28 = SK-MEL-28 melanoma; 81,000 compounds, 4.1% hits
Starred values were filed as active, the others as inactive; . = no result given; & = joins results of further samples. The calls were made as follows: active = growth percent below 10; inactive = the rest.

1: COC(=O)c1nnn(-c2cccc(C(F)(F)F)c2)c1C(=O)c1ccc(Cl)c(Cl)c1
2: Nc1nc(N)c(N=O)c(Nc2ccc(S(N)(=O)=O)cc2)n1
3: COc1ccc(Nc2cc(C)nc(NCCCNc3ccnc4cc(Cl)ccc34)n2)cc1
4: O=[N+]([O-])c1cccc(CO/N=C\c2cc(Cl)ccc2O)c1
5: COc1ccc(C/C(C)=C(/c2ccc(OCCN3CCCC3)cc2)c2ccc(OC(=O)NCc3ccccc3)cc2)cc1
6: OCC(O)C(O)C(O)C(O)C(c1ccccc1)c1ccccc1 (centres undefined)
7: Cc1ccnc(NS(=O)(=O)c2ccc(NC(=O)CSc3nc4ccccc4c(=O)n3-c3ccc(Cl)cc3)cc2)n1
8: O=C1c2ccccc2N2C(=O)CN(S(=O)(=O)c3ccccc3)CC23C=CC1O3 (centres undefined)

assay / entry | 1 | 2 | 3 | 4 | 5 | 6 | 7 | 8
UACC-257 | 73 | 91 | . | 101 | 107 | 85 | 105 | 108
SK-MEL-2 | 108 | 94 | -95* | 106 | 104 | 98 | 115 | 95
UACC-62 | 85 | 101 | -90* | 75 | 85 | 105 | 95 | 104
T-47D | . | 67 | -95* | 83 | 51 | 91 | 105 | 109
BT-549 | 93 | 74 | -83* | 67 | 82 | 103 | 111 | 110
MALME-3M | 91 | 98 | -86* | 127 | 84 | 116 | 107 | 94
HS 578T | 66 | 96 | -54* | 90 | 81 | 117 | 96 | 104
SK-MEL-28 | 96 | 96 | -100* | 102 | 85 | 112 | 112 | 118

9: CS(=O)(=O)c1ccc(-c2nc3cc(Cl)ccc3n2CC(=O)N/N=C/c2ccc(Cl)cc2)cc1
10: Brc1ccc2c(c1)CN(C1CCCCC1)CO2
11: S=c1[nH]nc(Nc2ccccc2Cl)s1
12: O=C(NC(=S)Nc1ccc(NC(=S)NC(=O)c2ccccc2)cc1)c1ccccc1
13: O=C1NC(=O)C(CCCCCl)N1 (centres undefined)
14: Nc1ncnc2c1N=C(c1ccc(Br)cc1)CC(c1cccc(Nc3ccnc4cc(C(F)(F)F)ccc34)c1)N2 (centres undefined)
15: CN(C)C(=O)C1=NC(Cc2ccccc2)C(=O)N(c2ccccc2)N1 (centres undefined)
16: NCCCCC(N)C(=O)NNc1n[nH]c(=S)n1N (centres undefined)

assay / entry | 9 | 10 | 11 | 12 | 13 | 14 | 15 | 16
UACC-257 | 68 | 120 | 94 | 107 | . | 67 | 109 | 101
SK-MEL-2 | 44 | 107 | 102 | 104 | 92 | 69 | 110 | 105
UACC-62 | 56 | 105 | 96 | 101 | 112 | 74 | 97 | 104
T-47D | . | 96 | 112 | 130 | 90 | 69 | 111 | 92
BT-549 | 42 | . | 101 | 116 | 103 | 105 | 96 | 100
MALME-3M | 47 | 115 | 118 | 103 | 92 | 77 | 99 | 97
HS 578T | 19 | 92 | 116 | 132 | 109 | 65 | 118 | 95
SK-MEL-28 | 44 | 118 | 96 | 121 | 98 | 72 | 100 | 109

17: O=C(COc1ccc(Cl)cc1)N1CCN(Cc2ccc3c(c2)OCO3)CC1
18: COc1ccc(Cn2cc(Cn3cc(C=C4C(=O)NC(=O)NC4=O)c4ccccc43)nn2)cc1
19: Nc1nc2nnc(-c3ccccc3)c(-c3ccccc3)n2n1
20: COc1ccccc1NC(=S)Nc1ccc(-c2nc3ccccc3o2)cc1
21: Cc1cccc(-c2nc(Nc3ccccc3C(=O)O)c3ccccc3n2)c1
22: Cc1cc(N=Nc2ccc(N=Nc3ccc(S(=O)(=O)O)cc3)cc2)cc(C(=O)O)c1O
23: COc1ccc(SC2c3cc(OC)c(OC)cc3Oc3nc(N)c(C#N)c(N)c32)cc1 (centres undefined)
24: CC(=O)c1c(Nc2cccc(F)c2)[nH]c2c(Cl)cc(Cl)c(Cl)c2c1=O

assay / entry | 17 | 18 | 19 | 20 | 21 | 22 | 23 | 24
UACC-257 | 103 | 96 | 103 | 106 | 49 | 109 | -43* | -14*
SK-MEL-2 | 123 | 86 | -2.9* | 97 | 66 | . | -26* | -37*
UACC-62 | 82 | 65 | 88 | 105 | 28 | 102 | -75* | -19*
T-47D | 78 | 64 | 85 | 83 | 27 | 100 | -42* | -11*
BT-549 | 98 | 100 | 103 | 94 | -0.7* | 111 | -79* | 8.9*
MALME-3M | 98 | 85 | 125 | 99 | 37 | 103 | -69* | -19*
HS 578T | 93 | 83 | 89 | 105 | 17 | 104 | -2.2* | 4.7*
SK-MEL-28 | 116 | 102 | 86 | 108 | 50 | 112 | -70* | 5.3*

25: COC(=O)[C@H](Cc1ccc(O)cc1)NC[C@@H](O)CN1C(=O)/C(=C\c2cc(OC)c(OC)c(OC)c2)c2ccccc21
26: O=c1c(/C=C/c2ccco2)nnc(SCCN2CCOCC2)n1/N=C/c1ccc([N+](=O)[O-])cc1
27: CC(=O)Oc1ccc(N2C(=O)C(Cl)=C(Nc3cccc(C(F)(F)F)c3)C2=O)cc1
28: NNc1ccc(S(N)(=O)=O)cc1
29: Cc1cc(C)n(-c2nc(-c3no[n+]([O-])c3C)cs2)n1
30: Cc1ccc(-c2nc(C#N)c(N3CCN(S(=O)(=O)c4ccccc4)CC3)o2)cc1
31: O=C(Cn1cc(CO)nn1)Nc1nc2ccccc2s1
32: Oc1ccccc1/C=N/N=C1c2ccccc2-c2ccccc21

assay / entry | 25 | 26 | 27 | 28 | 29 | 30 | 31 | 32
UACC-257 | 80 | 94 | 97 | . | 102 | 110 | 104 | 106
SK-MEL-2 | 106 | 106 | 88 | . | 101 | 105 | 107 | 95
UACC-62 | 95 | 96 | 88 | . | 95 | 80 | 97 | 86
T-47D | 92 | 68 | 87 | 89 | 98 | 87 | 110 | 43
BT-549 | 129 | 95 | 86 | 101 | 105 | 110 | 106 | 86
MALME-3M | 103 | 96 | 102 | 104 | 95 | 117 | 94 | 115
HS 578T | 97 | 97 | 107 | 110 | 94 | 104 | 109 | 99
SK-MEL-28 | 113 | 104 | 101 | 108 | 114 | 111 | 106 | 105

33: O=C(CCCC#Cc1cccc2nc(C3CC3)n(-c3ccccc3)c(=O)c12)NO
34: COc1ccc(NC(=O)Nc2ccc(OCc3ccc(Cl)cc3)cc2)cc1
35: COc1cc(OC)cc(-n2cc(-c3ccc(Cl)c(Cl)c3)n(C(C)=O)c2=O)c1
36: Cc1ccc(-c2cc(C=C3C(=O)NC(=S)NC3=O)nn2-c2ccccc2)cc1
37: Cc1ccc2[nH]c(=O)cc(N/N=C/c3ccc(Cl)cc3)c2c1
38: Clc1cc(Cl)c2c(c1)C=C1CCCCC3=Cc4cc(Cl)cc(Cl)c4OC13O2
39: OC(Cc1ccccc1)c1ccccc1 (centres undefined)
40: COc1ccc(C2=NNC(c3ccc(Oc4ccc(Br)cc4)cc3)C2)cc1OC (centres undefined)

assay / entry | 33 | 34 | 35 | 36 | 37 | 38 | 39 | 40
UACC-257 | 72 | 104 | 100 | 101 | 98 | 92 | 108&93 | 97
SK-MEL-2 | 93 | 111 | 95 | 108 | 98 | 107 | 103&92 | 101
UACC-62 | 69 | 88 | 95 | 89 | 89 | 90 | 106 | 91
T-47D | 70 | 100 | 72 | 94 | 94 | 84 | 171&96 | 98
BT-549 | 89 | 104 | 93 | 98 | 114 | 119 | 83&107 | 109
MALME-3M | 77 | 99 | 73 | 93 | 110 | 104 | 97&90 | 95
HS 578T | 82 | 90 | 91 | 98 | 120 | 100 | 103&95 | 105
SK-MEL-28 | 88 | 95 | 102 | 95 | 103 | 100 | 106&110 | 99

Part of the list above in order of length of the SMILES, ascending.
39: OC(Cc1ccccc1)c1ccccc1 (centres undefined)
28: NNc1ccc(S(N)(=O)=O)cc1
31: O=C(Cn1cc(CO)nn1)Nc1nc2ccccc2s1
32: Oc1ccccc1/C=N/N=C1c2ccccc2-c2ccccc21
37: Cc1ccc2[nH]c(=O)cc(N/N=C/c3ccc(Cl)cc3)c2c1
34: COc1ccc(NC(=O)Nc2ccc(OCc3ccc(Cl)cc3)cc2)cc1
40: COc1ccc(C2=NNC(c3ccc(Oc4ccc(Br)cc4)cc3)C2)cc1OC (centres undefined)
33: O=C(CCCC#Cc1cccc2nc(C3CC3)n(-c3ccccc3)c(=O)c12)NO
36: Cc1ccc(-c2cc(C=C3C(=O)NC(=S)NC3=O)nn2-c2ccccc2)cc1
38: Clc1cc(Cl)c2c(c1)C=C1CCCCC3=Cc4cc(Cl)cc(Cl)c4OC13O2

assay / entry | 39 | 28 | 31 | 32 | 37 | 34 | 40 | 33 | 36 | 38
UACC-257 | 108&93 | . | 104 | 106 | 98 | 104 | 97 | 72 | 101 | 92
SK-MEL-2 | 103&92 | . | 107 | 95 | 98 | 111 | 101 | 93 | 108 | 107
UACC-62 | 106 | . | 97 | 86 | 89 | 88 | 91 | 69 | 89 | 90
T-47D | 171&96 | 89 | 110 | 43 | 94 | 100 | 98 | 70 | 94 | 84
BT-549 | 83&107 | 101 | 106 | 86 | 114 | 104 | 109 | 89 | 98 | 119
MALME-3M | 97&90 | 104 | 94 | 115 | 110 | 99 | 95 | 77 | 93 | 104
HS 578T | 103&95 | 110 | 109 | 99 | 120 | 90 | 105 | 82 | 98 | 100
SK-MEL-28 | 106&110 | 108 | 106 | 105 | 103 | 95 | 99 | 88 | 95 | 100

35: COc1cc(OC)cc(-n2cc(-c3ccc(Cl)c(Cl)c3)n(C(C)=O)c2=O)c1
27: CC(=O)Oc1ccc(N2C(=O)C(Cl)=C(Nc3cccc(C(F)(F)F)c3)C2=O)cc1
26: O=c1c(/C=C/c2ccco2)nnc(SCCN2CCOCC2)n1/N=C/c1ccc([N+](=O)[O-])cc1

assay / entry | 35 | 27 | 26
UACC-257 | 100 | 97 | 94
SK-MEL-2 | 95 | 88 | 106
UACC-62 | 95 | 88 | 96
T-47D | 72 | 87 | 68
BT-549 | 93 | 86 | 95
MALME-3M | 73 | 102 | 96
HS 578T | 91 | 107 | 97
SK-MEL-28 | 102 | 101 | 104

Remaining list, next part:
41: CC(O)(CCO)CCO
42: O=C1C=CC(=O)N1CCc1ccccc1
43: C[C@@H]1CC[C@@H]2[C@@H]1[C@H](OC(=O)/C=C/c1ccccc1)[C@]1(c3ccccc3)C[C@@H](OC(=O)CO)[C@@]2(C)O1
44: OCC[C@H]1C[C@H]1c1ccoc1
45: O=C1c2ccccc2C(=O)N1CCCN1c2ccncc2Sc2ccncc21
46: O=C(Cc1ccccc1)c1ccc(N2CCOCC2)cc1
47: CC(CO)CC1CCC(C(C)(C)C)CC1 (centres undefined)
48: COc1ccc(-c2cn[nH]c2-c2cc(OC)c(OC)c(OC)c2)cc1

assay / entry | 41 | 42 | 43 | 44 | 45 | 46 | 47 | 48
UACC-257 | 129 | 100&106 | 86 | . | 120 | 106 | 96 | 49
SK-MEL-2 | . | 108&112 | 98 | 101 | 95 | 106 | 105 | 29
UACC-62 | 104 | 100&96 | 75 | 99 | 87 | 101 | 100 | 38
T-47D | 91 | 83&104 | 89 | 97 | 99 | 118 | 100 | 46
BT-549 | 105 | 105&120 | 17 | 100 | 102 | 107 | 97 | -14*
MALME-3M | 100 | 107&96 | 108 | 96 | 93 | 85 | 94 | 76
HS 578T | 114 | 99&99 | -20* | 110 | 97 | 107 | 105 | 23
SK-MEL-28 | 109 | 104&107 | 101 | 107 | 136 | 109 | 106 | 44

49: OC(c1ccc(Cl)cc1)c1cccnc1 (centres undefined)
50: CC(=O)[C@H]1[C@H](C)C[C@H]2[C@@H]3CCC4=CC(=O)CC[C@]4(C)[C@@]3(F)[C@@H](O)C[C@@]21C
51: Clc1ccc(C2Oc3ccccc3C3CC(c4cccs4)=NN32)c(Cl)c1 (centres undefined)
52: CCOC(=O)C1C(C)=CC(=O)CC1C(C)C (centres undefined)
53: OCCSc1c(Cl)c(Cl)c(SCCO)c(Cl)c1Cl
54: CNC(=O)N/N=C/c1ccc([N+](=O)[O-])o1
55: CC1=C(/C=C/C(C)=C/C=C/C(C)=C/C=C/C=C(C)/C=C/C=C(C)/C=C/C2=C(C)CCCC2(C)C)C(C)(C)CCC1
56: O=C1Oc2ccccc2C(=O)/C1=C/N1C(=O)N/C(=C\c2ccccc2Br)C1=O
57: CCCc1c(C(=O)Nc2ccc3c(c2)C(=O)OC3)nnn1-c1ccccc1
58: CCCCC[n+]1ccc(SCC(=O)N(C)c2cccc3ccccc23)c2ccccc21

assay / entry | 49 | 50 | 51 | 52 | 53 | 54 | 55 | 56 | 57 | 58
UACC-257 | 101 | 95 | 102 | 119 | . | 88 | 86 | 82 | 96 | 93
SK-MEL-2 | 96 | 90 | 99 | . | 113 | 97 | 111 | 97 | 98 | 100
UACC-62 | 105 | 85 | 98 | 101 | 84 | 89 | 74 | 91 | 75 | 92
T-47D | 84 | 88 | 81 | 133 | 101 | 104 | 100 | 95 | 88 | 90
BT-549 | 110 | 69 | 93 | . | 100 | 110 | . | 91 | 78 | 109
MALME-3M | 109 | 81 | 93 | 169 | 109 | 112 | 75 | . | 91 | 88
HS 578T | 122 | 117 | 86 | 96 | 104 | 98 | 109 | 88 | . | 109
SK-MEL-28 | 112 | 102 | 104 | 100 | 107 | 111 | 116 | 110 | 107 | 111

Screens as filed in PubChem BioAssay.
